KDM5B inhibitor: blocks human KDM5B histone demethylase activity; 2.6% of 220,000 active; KDM5B demethylase, FDH-coupled NADH fluorescence (FDH is formaldehyde dehydrogenase); Potency, µM (series often up to 57.7 µM), for the others: at the highest dose activity change, negative = inhibition, usual class: inhibitors; Q9UGL1; AID 1347165; active = well fitted inhibition curve with a large enough effect; inconclusive = small, poorly fitted or top-dose-only effect; inactive = no such curve, though single readings can be large or run the other way; also: 0% is about no effect; nearly all actives have a fitted effect of over 70% in size
Target sequence (Q9UGL1 whole entry, looked up): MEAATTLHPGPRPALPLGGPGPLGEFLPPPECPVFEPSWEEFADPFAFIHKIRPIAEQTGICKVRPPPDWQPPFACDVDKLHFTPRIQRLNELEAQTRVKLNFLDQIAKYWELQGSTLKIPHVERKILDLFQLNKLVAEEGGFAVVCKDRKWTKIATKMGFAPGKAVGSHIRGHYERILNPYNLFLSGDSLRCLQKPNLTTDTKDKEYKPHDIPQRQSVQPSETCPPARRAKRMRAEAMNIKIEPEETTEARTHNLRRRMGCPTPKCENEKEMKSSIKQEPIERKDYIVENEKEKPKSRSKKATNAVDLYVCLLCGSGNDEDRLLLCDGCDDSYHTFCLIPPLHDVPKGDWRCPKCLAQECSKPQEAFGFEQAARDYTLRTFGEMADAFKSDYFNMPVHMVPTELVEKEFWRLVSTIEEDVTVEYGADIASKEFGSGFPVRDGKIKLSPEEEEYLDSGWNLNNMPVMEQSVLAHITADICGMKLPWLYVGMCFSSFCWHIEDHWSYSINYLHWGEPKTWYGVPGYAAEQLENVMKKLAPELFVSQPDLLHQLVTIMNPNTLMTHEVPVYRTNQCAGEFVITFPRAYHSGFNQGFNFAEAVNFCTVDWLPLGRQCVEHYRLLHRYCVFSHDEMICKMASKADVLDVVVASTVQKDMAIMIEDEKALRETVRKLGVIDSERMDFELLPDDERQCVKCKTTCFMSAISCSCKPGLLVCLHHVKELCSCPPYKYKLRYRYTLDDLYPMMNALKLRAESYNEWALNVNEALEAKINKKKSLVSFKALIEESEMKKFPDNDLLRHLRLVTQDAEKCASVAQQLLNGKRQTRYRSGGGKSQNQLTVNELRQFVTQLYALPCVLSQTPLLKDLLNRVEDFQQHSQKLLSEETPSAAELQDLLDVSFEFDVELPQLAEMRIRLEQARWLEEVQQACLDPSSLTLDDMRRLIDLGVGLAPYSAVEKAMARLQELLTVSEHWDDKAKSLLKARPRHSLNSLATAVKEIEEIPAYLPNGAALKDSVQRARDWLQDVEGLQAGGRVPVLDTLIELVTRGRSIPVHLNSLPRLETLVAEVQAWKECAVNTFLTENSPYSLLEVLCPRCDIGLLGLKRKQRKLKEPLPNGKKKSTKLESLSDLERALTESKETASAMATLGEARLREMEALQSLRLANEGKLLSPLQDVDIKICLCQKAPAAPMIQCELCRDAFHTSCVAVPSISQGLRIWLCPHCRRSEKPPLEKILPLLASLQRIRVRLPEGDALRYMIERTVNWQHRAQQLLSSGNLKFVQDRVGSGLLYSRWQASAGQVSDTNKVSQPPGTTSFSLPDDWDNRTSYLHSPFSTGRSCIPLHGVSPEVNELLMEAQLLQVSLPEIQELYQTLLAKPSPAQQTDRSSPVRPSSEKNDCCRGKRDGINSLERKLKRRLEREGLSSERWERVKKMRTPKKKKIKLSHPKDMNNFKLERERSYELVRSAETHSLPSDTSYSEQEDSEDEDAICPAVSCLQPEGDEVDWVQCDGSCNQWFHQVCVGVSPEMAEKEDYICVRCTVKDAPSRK
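Measured: NADH fluorescence change, 30 min, RT. System: KDM5BΔAP 200 nM final, H3K4me3 peptide, α-KG, Fe(II), ascorbate, NAD⁺ plus FDH, pH 7.5 HEPES. Compounds: titrated, 10 min pre-incubation with enzyme.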
Active calls of the source: *; [ ] = remark or other dose. Potency is read from the fitted curve at half-maximal effect.

`CC(C)C(NC(=O)c1ccc([N+](=O)[O-])cc1Cl)C(=O)N1CCCC1` (stereo unspecified) gave KDM5B inhibitor -18%.
`NNC(=O)c1cc(N)cc([N+](=O)[O-])c1` gave KDM5B inhibitor 16%.
`CN(C)c1ccc(-c2nnnn2[C@H]2CO[C@H]3[C@@H]2OC[C@H]3O)cc1` gave KDM5B inhibitor -14%[86.2 µM].
For Cc1cn2nc(C(=O)Nc3cccc(F)c3C)cc2c(N(C)Cc2ccccc2)n1 the results were KDM5B inhibitor 28µM*.
`CC(=O)c1ccc(N2CCN(C(=O)c3cc4c(s3)-c3ccccc3OC4)CC2)cc1` gave KDM5B inhibitor 10%.
For Cc1cc2nn(-c3ccc(F)cc3)nc2cc1NC(=O)c1cccc2c(Cl)cccc12 the results were KDM5B inhibitor -3%.
Screening CNC(=O)Nc1ccc(C)n(CC(=O)NCc2cccc(OC)c2)c1=O returned KDM5B inhibitor inconclusive.
`Cc1ccc(C(=O)N2CCN(c3cc(C(F)(F)F)ncn3)CC2)cc1` gave KDM5B inhibitor 4%.
Screening Cc1cccc(OCC(=O)Nc2ccc3c(c2)N(C)C(=O)c2ccccc2S3)c1 returned KDM5B inhibitor -23%.
For O=C(Nc1ccc(F)cc1)c1ccc(CN2CC(=O)N3CCCCC3C2=O)cc1 (stereo unspecified) the results were KDM5B inhibitor -8%.
`O=C(Cc1ccccc1F)N1CCC(c2nc3c(nnn3Cc3cccc(Cl)c3)c(=O)[nH]2)CC1` gave KDM5B inhibitor -17%.
Screening CS(=O)(=O)NC[C@H]1OC[C@@H](NC2CCC2)[C@@H]1O returned KDM5B inhibitor 159%[activator][115 µM].
Cc1ccc(C(CC(=O)Nc2ccc(F)c(Cl)c2)N2Cc3ccccc3C2=O)cc1 (stereo unspecified) was read as KDM5B inhibitor 0%.
`O=C(COc1ccccc1)NS(=O)(=O)c1ccc(Cl)cc1` gave KDM5B inhibitor 5%.
CNC(=O)c1cc[nH]c1C1CCCN(C(=O)CN2CCCC2=O)C1 (stereo unspecified) was read as KDM5B inhibitor 4%.
COc1cccc(CNC(=O)c2cc(=O)[nH]c3ccc(S(=O)(=O)N4CCCCC4)cc23)c1 was read as KDM5B inhibitor 1%.
`COc1ccc(CNC(=O)CCS(=O)(=O)c2cc(Br)cc3c2N(C(=O)C2CC2)CC3)cc1` gave KDM5B inhibitor -7%.
Screening NCC1CCCN(Cc2cccc(-c3nc(-c4cccnc4)cc(=O)[nH]3)c2)C1 (stereo unspecified) returned KDM5B inhibitor -38%.
`Cc1ccc(C(=O)N/N=C\c2ccc(-c3ccc([N+](=O)[O-])cc3)o2)cn1` gave KDM5B inhibitor 12%.
`CN1CC[C@H]2CN(C(=O)c3cnn(C)c3)C[C@@]2(C(=O)O)C1` gave KDM5B inhibitor 24%.
For CC(C)CNC(=O)CSc1n[nH]c(=O)n1CCc1ccccc1 the results were KDM5B inhibitor 39%.
Screening CC(=O)NCC(=O)N1CCCC(Nc2ccc(F)cc2)C1 (stereo unspecified) returned KDM5B inhibitor -9%.
`NC(=O)Cc1ccc2c(c1)OCCCO2` gave KDM5B inhibitor 0%.
`CC(=O)Nc1ccc(NC(=O)C(c2ccccc2)N2Cc3ccccc3C2=O)cc1` (stereo unspecified) gave KDM5B inhibitor inconclusive.
For CCOCCn1c(=O)[nH]c2cc(C(=O)NCc3n[nH]c(C)n3)ccc21 the results were KDM5B inhibitor inconclusive.
O=C1NCc2ccccc2CC12CCCCN2Cc1ccc(F)cc1 (stereo unspecified) was read as KDM5B inhibitor 1%[149 µM].
`CS(=O)(=O)c1ccc(CN[C@@H]2CO[C@H](CNC(=O)c3ccc(F)cc3)[C@H]2O)cc1` gave KDM5B inhibitor -16%[86.2 µM].
`COC(=O)C(CO)Nc1ncnc2onc(-c3ccc(F)cc3)c12` (stereo unspecified) gave KDM5B inhibitor 39%.
`O=C1N[C@H](CCC(=O)N2CCN(Cc3ccccc3)CC2)C(=O)Nc2ccccc21` gave KDM5B inhibitor -23%.
For COc1cccc(CNC(=O)c2c(OC)cc(=O)n3c2CCCC3)c1OC the results were KDM5B inhibitor 28%.
`COc1ccc(NC(=O)Cn2c(=O)n(C(C)C)c(=O)c3oc4ccccc4c32)cc1Cl` gave KDM5B inhibitor -3%.
`CCCCNC(=O)c1cn(C)c2ccc(S(=O)(=O)N3CCCC3)cc2c1=O` gave KDM5B inhibitor -21%[11.5 µM].
`O=C(O)/C=C/C(=O)NNc1ncnc2ccccc12` gave KDM5B inhibitor -4%.
`COc1ccc(S(=O)(=O)N2CCN(Cc3cccc(C(F)(F)F)c3)CC2)cc1OC` gave KDM5B inhibitor 3%.
Screening Cc1cccc(N=C2NN=C(c3c[nH]c(C(=O)N4CCCC4)c3)CS2)c1C returned KDM5B inhibitor -8%.
`CC(C)(C)c1ccc(S(=O)(=O)[C@H]2CS(=O)(=O)C[C@@H]2N2CCN(c3ncccn3)CC2)cc1` gave KDM5B inhibitor 19%.
O=C(NCc1ccnc2[nH]ccc12)c1cccc(Br)c1 was read as KDM5B inhibitor 32µM*.
CN(C)c1cccc(Oc2nnnn2[C@H]2CO[C@H]3[C@@H]2OC[C@@H]3NC(=O)c2ccccc2)c1 was read as KDM5B inhibitor 6%.
For CCCn1c(CCC(=O)Nc2ccccc2OC)nc2cccnc21 the results were KDM5B inhibitor 5%.
Screening O=C1CCN(S(=O)(=O)c2ccccc2)CCCN(C(=O)c2nccc3ccccc23)CCN1 returned KDM5B inhibitor -22%.
O=C(NCc1ccccc1C(F)(F)F)c1n[nH]c2c1CCCC2 was read as KDM5B inhibitor 14%.
COc1cccc(CN2CCCC(c3nc(-c4cnccn4)no3)CCNC(=O)CC2)c1OC (stereo unspecified) was read as KDM5B inhibitor inconclusive.
For CCOC(=O)c1ccc(NC(=O)c2noc3c2CCCC3)cc1 the results were KDM5B inhibitor -15%.
`COCCOc1ncccc1-c1noc([C@@H]2CCCN2Cc2ncc[nH]2)n1` gave KDM5B inhibitor -8%[86.2 µM].
Screening O=C(/C=C/c1ccco1)c1ccccc1 returned KDM5B inhibitor inconclusive.

A stretch from further up, as a working copy:
`COc1ccc(NC(=O)Cn2c(=O)n(C(C)C)c(=O)c3oc4ccccc4c32)cc1Cl` gave KDM5B inhibitor -3%.
`CCCCNC(=O)c1cn(C)c2ccc(S(=O)(=O)N3CCCC3)cc2c1=O` gave KDM5B inhibitor -21%[11.5 µM].
`O=C(O)/C=C/C(=O)NNc1ncnc2ccccc12` gave KDM5B inhibitor -4%.

An excerpt from above in order of SMILES length, lowest first.
O=C(NCc1ccccc1C(F)(F)F)c1n[nH]c2c1CCCC2 was read as KDM5B inhibitor 14%.
CNC(=O)c1cc[nH]c1C1CCCN(C(=O)CN2CCCC2=O)C1 (stereo unspecified) was read as KDM5B inhibitor 4%.
`CN1CC[C@H]2CN(C(=O)c3cnn(C)c3)C[C@@]2(C(=O)O)C1` gave KDM5B inhibitor 24%.
`O=C(Cc1ccccc1F)N1CCC(c2nc3c(nnn3Cc3cccc(Cl)c3)c(=O)[nH]2)CC1` gave KDM5B inhibitor -17%.

Later entries.
`Cc1ccccc1S(=O)(=O)N1CCN(C2CCN(Cc3cccnc3)C2=O)CC1` (stereo unspecified) gave KDM5B inhibitor -19%.
For COc1cc(C(=O)N(Cc2cccnc2)c2nc3cc(C)c(C)cc3s2)cc(OC)c1OC the results were KDM5B inhibitor inconclusive.
Screening CCc1c(C)sc(NC(=O)CSc2ccccc2)c1C#N returned KDM5B inhibitor -7%.
For O=C(NCc1ccncc1)c1cc(C2CC2)nc2onc(C3CCCN3)c12 (stereo unspecified) the results were KDM5B inhibitor 79µM*.
For CCCCN(C)C(=O)CN1C(=O)CCn2nc(-c3cn(C)c4ccccc34)cc21 the results were KDM5B inhibitor inconclusive.
CCn1c(=O)c2cc(C(=O)NCCCN3CCN(c4ccc(F)cc4)CC3)sc2c2ccccc21 was read as KDM5B inhibitor inconclusive.
For Cc1cc(Cn2cc3c4c(cccc42)[C@H](CC(C)C)N[C@H](C(=O)NCc2ccccn2)C3)no1 the results were KDM5B inhibitor -20%.
COc1ccc(NC(=O)Cn2c(C(=O)c3ccc(Cl)cc3)nc3ccccc32)c(OC)c1 was read as KDM5B inhibitor 18%.
Screening CCOC(=O)c1ccccc1NC(=O)CSc1ccc(-c2cccs2)nn1 returned KDM5B inhibitor -25%.
Screening Cn1c(=O)[nH]c(=O)c2c1nc(SCCc1ccccc1)n2CCc1ccccc1 returned KDM5B inhibitor -5%.
CNC(=O)N1CCCN(S(=O)(=O)c2ccccc2)CCC(=O)NCC1 was read as KDM5B inhibitor -6%.
For Cc1ccc(CN2CCC(CNC(=O)Nc3cccc(Cl)c3C)C2)cc1 (stereo unspecified) the results were KDM5B inhibitor -40%.
Screening Cc1cccc(C(=O)NCC(=O)OCc2cc(=O)n3nc(C)sc3n2)c1 returned KDM5B inhibitor -13%.
Screening Cc1ccc(-c2cnc(CCC(=O)Nc3ccc(Cl)cc3F)o2)cc1 returned KDM5B inhibitor -1%.
COc1ccc(C(C)=O)cc1CSCc1coc(-c2ccc(C)cc2C)n1 was read as KDM5B inhibitor -14%.

In the list so far, 3 contain a furan ring, fused or not.
`Cc1ccc(C(=O)N/N=C\c2ccc(-c3ccc([N+](=O)[O-])cc3)o2)cn1` gave KDM5B inhibitor 12%.
`COc1ccc(NC(=O)Cn2c(=O)n(C(C)C)c(=O)c3oc4ccccc4c32)cc1Cl` gave KDM5B inhibitor -3%.
Screening O=C(/C=C/c1ccco1)c1ccccc1 returned KDM5B inhibitor inconclusive.

The listing continues:
For Cc1cccc(NC(=O)CN2C(=O)NC(c3ccc(Cl)cc3)C3=C2COC3=O)c1C (stereo unspecified) the results were KDM5B inhibitor 3%.
For NC(=O)NNC(=S)Nc1ccccc1 the results were KDM5B inhibitor 8%.
For O=C(Nc1ccc(S(=O)(=O)Nc2cnc3ccccc3n2)cc1)c1ccc(Br)cc1 the results were KDM5B inhibitor -25%.
For COc1ccc(Cl)cc1S(=O)(=O)Nc1ccc2[nH]c(=O)[nH]c2c1 the results were KDM5B inhibitor -27%.
Screening COc1cc(CN2CCN(Cc3cccc(SC)c3)CC2CCO)cc(OC)c1 (stereo unspecified) returned KDM5B inhibitor 2%.
Cc1nn(C)c2c1c(C(F)(F)F)cc(=O)n2CC(=O)NCc1ccc(OC(C)C)cc1 was read as KDM5B inhibitor inconclusive.
For Cc1ccc(C(=O)N2CCC3(CC2)C(=O)N(CC(=O)N(C)C)CN3c2ccccc2)cc1 the results were KDM5B inhibitor 2%.
`N#Cc1cccc(CN2CC[C@@H]3OCC(=O)N(Cc4c[nH]c5ccccc45)[C@H]3CC2)c1` gave KDM5B inhibitor inconclusive.
CCOc1ccccc1CNC(=O)c1oc2c(c1C)-c1nn(Cc3cccc(Cl)c3)cc1CC2 was read as KDM5B inhibitor inconclusive.
For CCc1nc(CN(C)C(=O)C2CCCN2C(=O)C2CCCCC2)no1 (stereo unspecified) the results were KDM5B inhibitor -10%.
For Cc1ccc2ncc(C(=O)Nc3cccc(C(F)(F)F)c3)c(=O)n2c1 the results were KDM5B inhibitor -3%.
Cc1ccc(C(=O)N(C)CC2CCOC2)cc1 (stereo unspecified) was read as KDM5B inhibitor -8%.
`COc1ccc(C(C)=O)cc1COC(=O)C1CC2CCCC(C1)C2=O` (stereo unspecified) gave KDM5B inhibitor 26%.
Screening COc1ccc(C(=O)COC(=O)/C=C/c2ccc3c(c2)OCO3)cc1 returned KDM5B inhibitor 16%.
`Cc1ccccc1NC(=O)C(C)N1CCC(C(=O)NCc2ccccc2)CC1` (stereo unspecified) gave KDM5B inhibitor 7%.
`COc1ccc(CC(C(=O)Nc2ccc(F)cc2)c2nn[nH]n2)cc1` (stereo unspecified) gave KDM5B inhibitor 11%.
CCN(Cc1ccccc1)C(=O)CCC[C@@H]1[C@H]2CCCN3CCC[C@@H](CN1Cc1cccnc1)[C@@H]23 was read as KDM5B inhibitor -21%.
Screening O=C(NCc1ccccc1F)c1ccc2c(c1)CN(Cc1cccc(F)c1)CCO2 returned KDM5B inhibitor -21%.
For O=C(NC(Cc1ccncc1)C1CC(O)C1)c1cccc(N2CCNC2=O)c1 (stereo unspecified) the results were KDM5B inhibitor -6%.
COc1ccc2c(c1)c(C(=O)N/N=C/c1cn(C)c3ccccc13)c(C)n2C was read as KDM5B inhibitor -24%.
For CCCC(=O)N1Cc2ccccc2CC2(CCN(Cc3ccc(C(F)(F)F)nc3)CC2)C1 the results were KDM5B inhibitor 2%[115 µM].
CC1CCCC(C)N1 (stereo unspecified) was read as KDM5B inhibitor 16%.
Screening O=C(Cc1ccccc1)NC1CC(=O)N(c2ccc3c(c2)OCCO3)C1 (stereo unspecified) returned KDM5B inhibitor -2%.
For O=C(Nc1cccc(Cl)c1)[C@@H]1C[C@@H](c2ccc(F)cc2)N([S+](=O)([O-])c2cccnc2)C1 the results were KDM5B inhibitor -20%.
For Cc1ccc2nc(-c3ccc(Cl)cc3)cc(C(=O)NCc3ccncc3)c2c1 the results were KDM5B inhibitor inconclusive.
Cn1nccc1C(=O)NCCC1CCN(C(=O)Nc2ccccc2)CC1 was read as KDM5B inhibitor 24%.
Screening CN(C)S(=O)(=O)N1CCc2nc3cc(-c4ccccc4)[nH]n3c(=O)c2C1 returned KDM5B inhibitor inconclusive.
Screening O=C(C1CC1)N1CCCN(c2nc3ncccc3o2)CC1 returned KDM5B inhibitor inconclusive.
For CCCCn1c(SCC(=O)OCC)nc2c(sc(=S)n2-c2ccccc2OC)c1=O the results were KDM5B inhibitor -9%.
Screening CCC(C)NC(=O)CSc1nnc(-c2ccncc2)n1CC(F)(F)F (stereo unspecified) returned KDM5B inhibitor 13%.
Screening Clc1ccc(Nc2ncnc3c2nnn3Cc2ccccc2)cc1 returned KDM5B inhibitor inconclusive.
`COc1ccc(C)cc1-n1nnc(C(=O)Nc2cccc(SC)c2)c1C` gave KDM5B inhibitor inconclusive.
Screening COc1cccc2c1cc1c(=O)n(CC(=O)NCc3ccco3)nc(C)n12 returned KDM5B inhibitor inconclusive.

An excerpt; the hit share may differ from the screen's.
